Screens deposited in PubChem BioAssay by The Scripps Research Institute Molecular Screening Center.
TAAR1 antag – antagonists of human TAAR1; inhibition, % at 3 µM; CHO RD-HGA16 TAAR1, Fluo-8 calcium fluorescence, antagonist; 1.5% of 360,000 active; AID 624466; Q96RJ0;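 active = inhibition above a per-plate cutoff, the mean inhibition of test compounds on that plate plus 3 SD, cut at about 49% in these data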;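 note: 0% = DMSO plus EC80 beta-PEA response and 100% = DMSO alone without agonist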
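Test system: CHO RD-HGA16 cells bearing hTAAR1 | Reagent: β-PEA, EC80 | Compound dosing: 3 µM, single point | Schedule: Dye loading 75 min at 37 °C, then 30 min room temperature | Signal: Calcium fluorescence with Fluo-8 | Evaluation: Percent inhibition of PEA-evoked calcium signal, max/basal emission ratio | Control set: DMSO-only wells and EC80 β-PEA-stimulated wells | Repeats: Singlicate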
OXTR potentiate – potentiators of human oxytocin receptor; CHO-OTR cells, Fluo-8 calcium fluorescence, potentiator mode; 0% = oxytocin EC15, 100% = EC100; activation, % at 3 µM; 0.061% of 320,000 active;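 active = activation above that plate's cutoff, the mean activation of tested compounds plus 3 SD, cut at about 6.6% in these data, passing the limit was not always enough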;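 note: 100% uses oxytocin at 75 nM as the full agonist control; some results filed as inactive read as strong as hits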
Target sequence (P30559 whole entry, looked up): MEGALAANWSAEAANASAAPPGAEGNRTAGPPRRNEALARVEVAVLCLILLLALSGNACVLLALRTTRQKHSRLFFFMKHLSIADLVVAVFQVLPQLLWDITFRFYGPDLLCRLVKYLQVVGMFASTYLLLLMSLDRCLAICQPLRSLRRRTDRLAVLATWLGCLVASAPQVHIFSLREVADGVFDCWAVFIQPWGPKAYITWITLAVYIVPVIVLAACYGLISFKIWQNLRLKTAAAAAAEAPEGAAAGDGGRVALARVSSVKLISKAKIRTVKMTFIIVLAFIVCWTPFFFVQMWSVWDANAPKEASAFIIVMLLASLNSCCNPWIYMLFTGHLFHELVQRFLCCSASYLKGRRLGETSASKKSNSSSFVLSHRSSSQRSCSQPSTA
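Assay system: CHO-OTR cells, human receptor / Also added: oxytocin at about EC15, sub-maximal agonist stimulus / Dosing: single dose, 3.0 µM nominal final compound concentration / Incubation: 6 min pre-incubation, 100 s read / Technique: Fluo-8 calcium dye fluorescence / Read-out: % activation vs EC15 and EC100 oxytocin / Benchmarks: EC15 oxytocin low, 75 nM oxytocin high / Replicates: singlicate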
M1 PAM parental – nonselective activator or artifact in parental CHO-K1 calcium assay. ATP EC20, Fluo-8 calcium fluorescence; 0% at ATP EC20, 100% at ATP max. 0.02% of 360,000 active. activation, % at 3 µM. AID 602247;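 active = activation above the run cutoff, the mean activation of all test compounds plus 3 SD, cut at about 40% in these data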;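 note: peak over basal fluorescence ratio in a 140 s read after ATP addition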
CHO parental Ca – counter-screen: ATP calcium response change in parental CHO cells. parental CHO-K1, ATP-induced calcium, Fluo-8 fluorescence. inhibition, % at 5.6 µM. 0.63% of 330,000 active;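 active = inhibition above that plate's mean sample inhibition plus 3 SD, cut at about 26% in these data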;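 note: 0% = ATP-challenged DMSO wells and 100% = DMSO wells without ATP; some compounds past the cut are filed as inactive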
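Test system: untransfected parental CHO cell line; also added: ATP stimulus; dosing: 5.6 µM, single dose; signal: calcium-sensitive Fluo-8 fluorescence; measure: percent inhibition of ATP-evoked calcium rise, normalized to controls; benchmarks: low control ATP plus DMSO, high control DMSO only; replication: one well per compound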
V1aR counter – counter-screen for oxytocin receptor agonists: human V1a receptor agonists; CHO-V1R cells, Fluo-8 calcium fluorescence, agonist mode; 0% DMSO, 100% 3 nM vasopressin; P37288; AID 2797; 0.25% of 320,000 active; activation, % at 3 µM;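 active = activation above the mean activation of all tested compounds plus 3 SD, per screening run, cut at about 20% in these data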;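 note: signal is peak over basal fluorescence ratio across a 100 second FLIPR read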
M1 ag parental – M1 agonist counterscreen hit in parental CHO-K1 cells. Fluo-8 calcium fluorescence; scaled to maximal ATP response, vehicle zero. activation, % at 3 µM. 0.48% of 360,000 active; in the data active = activation above about 15%;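 note: untransfected CHO-K1 host cells lacking M1 receptor as counterscreen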
CHRM1 agonist – human M1 muscarinic receptor agonism; P11229; CHO-K1 hM1, Fluo-8 calcium fluorescence, agonist mode; 0% DMSO, 100% acetylcholine EC100; activation, % at 3 µM; 0.33% of 360,000 active; AID 588814;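 active = activation above the run's mean compound activation plus 3 SD, cut at about 16% in these data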;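 note: peak over basal fluorescence ratio within a 140 s kinetic read after compound addition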
Target sequence (P11229 whole entry, looked up): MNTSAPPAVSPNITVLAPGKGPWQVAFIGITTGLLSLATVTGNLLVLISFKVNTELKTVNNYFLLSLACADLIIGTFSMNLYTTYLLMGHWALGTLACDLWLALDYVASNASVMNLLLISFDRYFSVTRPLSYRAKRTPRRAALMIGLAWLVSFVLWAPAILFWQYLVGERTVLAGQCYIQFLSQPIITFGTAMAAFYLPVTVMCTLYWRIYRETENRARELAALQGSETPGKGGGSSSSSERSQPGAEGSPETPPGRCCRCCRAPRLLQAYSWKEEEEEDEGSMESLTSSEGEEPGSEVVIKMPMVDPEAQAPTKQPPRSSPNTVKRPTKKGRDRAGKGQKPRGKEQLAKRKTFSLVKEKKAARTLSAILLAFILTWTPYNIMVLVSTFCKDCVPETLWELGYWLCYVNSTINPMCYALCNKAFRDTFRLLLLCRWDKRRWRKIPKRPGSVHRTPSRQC
TAAR1 ag – human TAAR1 agonism | Q96RJ0 | CHO RD-HGA16 TAAR1, Fluo-8 calcium fluorescence; vehicle wells 0%, saturating PEA agonist 100% | activation, % at 3 µM | 0.99% of 360,000 active | AID 624467;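 active = activation above the mean activation of all test compounds in the run plus 3 SD, cut at about 38% in these data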
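Repeats: no replicates (n 1) | Material: CHO-derived RD-HGA16 cells with stable Gα16 and human TAAR1 | Technique: Kinetic Fluo-8 calcium fluorescence | Schedule: 17-24 h seeding, 75 min 37 °C dye, 30 min RT | Evaluation: % activation from peak over basal fluorescence ratio, DMSO-to-PEA scaled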
CHO-K1 Ca antag – counter-screen for M1 antagonists: effect in parental CHO-K1 cells. ATP-induced calcium, Fluo-8 fluorescence. inhibition, % at 3 µM. 0.6% of 360,000 active;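 active = inhibition above a per-plate cutoff, the plate's mean sample inhibition plus 3 SD, cut at about 24% in these data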;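 note: 0% = DMSO plus EC80 ATP and 100% = DMSO alone without ATP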
Starred values were filed as active, the others as inactive; · = no result given.

Structure,TAAR1 antag,OXTR potentiate,M1 PAM parental,CHO parental Ca,V1aR counter,M1 ag parental,CHRM1 agonist,TAAR1 ag,CHO-K1 Ca antag
CCC(C)(C)NC(=O)C(c1cccn1C)N(C(=O)Cn1nnc2ccccc21)c1ccc(OC)cc1 (configuration not stated),7,-6,22,-14,-0.7,1.2,-5,-2,-4
O=c1ccn([C@@H]2O[C@H](CNCc3ccc(-c4cc(C(F)(F)F)ccc4Cl)o3)[C@@H](O)[C@H]2O)c(=O)[nH]1,-15,·,19,·,·,0.2,-2,2,-20
C=CCC1(Cl)C(=O)C(Cl)=C(N2CCN(C)CC2)C1(OC)OC (configuration not stated),-34,-4,14,-6,-0.3,2.6,-7,2,-7
CCOC(=O)CNC(=O)C(Cc1ccccc1)NS(=O)(=O)c1cccs1 (configuration not stated),-1,-6,13,-5,-1.1,0.3,0,0,-12
CN(C)CCCN(C(=O)c1ccco1)c1nc2ccc(Cl)cc2s1,-1,-4,17,-15,3.8,5.2,2,7,-11
Cc1cc(NNC(=O)c2ccccc2)nc(NNC(=O)c2ccccc2)n1,2,5,10,-6,1.3,0.0,-7,2,15
C/C(=N/NC(=O)CNC(=O)c1cccnc1)c1ccc(Cl)c(Cl)c1,-7,-12,-2,10,-0.6,0.6,-3,2,-10
Cc1cccn2cc(CSc3nnc(Nc4ccc(C(C)C)cc4)s3)nc12,0,-2,5,-21,-0.5,-0.1,-10,1,-2
COC(=O)CN1C(=O)C(O)(CC(=O)c2ccc(C)cc2)c2ccccc21 (configuration not stated),0,-5,11,-10,1.0,-0.2,-2,-1,-5
C=CC[C@H](CC(=O)NCCO)C(=O)N[C@@H](C)COC(=O)[C@H](CC=C)CC(=O)OC(C)(C)C,-31,5,-1,-5,1.2,-0.2,-2,2,-1
CC(=O)c1ccc(N2CCN(c3ccc(C(N)=O)cc3[N+](=O)[O-])CC2)cc1,46,-9,1,4,5.6,2.4,-1,19,6
CCCCSc1nc(CCC)cc(=O)[nH]1,-8,5,6,-3,-1.0,-0.5,-7,-2,-8
Cc1ccc(O)c(/C=N/NC(=O)c2[nH]ncc2Br)c1,4,2,17,-4,1.6,0.8,-2,1,-7
COCCc1ncc(CN2CCCC(C(=O)Nc3cccc(-c4cccc(C)c4)c3)C2)cn1 (configuration not stated),3,-10,21,-22,2.0,2.4,-3,4,-22
CC(C)NC(=S)NNc1ncnc2sc3c(c12)CC(C)(C)OC3,0,-7,13,-3,0.5,0.7,-3,1,-5
CNC(=O)NC(=O)COc1c(F)c(F)cc(F)c1F,-18,-3,1,16,0.4,0.3,0,1,-7
COc1ccc2c(c1)[C@H]1[C@H](CO2)[C@H](c2ccccc2)[C@]2(C)C(=O)Nc3cc(F)ccc3C(=O)N12,-6,0,6,-10,1.2,0.1,-8,7,-13
Cc1cccc(Nc2nnc(SCC(=O)NCC3CCCO3)s2)c1 (configuration not stated),-11,-6,-13,-18,-0.3,1.0,-6,1,1
COc1cc(C2C3C(=O)N(Cc4ccccc4)C(=O)C3ON2c2ccccc2)cc(OC)c1O (configuration not stated),9,-15,20,-36,2.6,1.9,0,11,-4
Cc1ccc(C(C)C)cc1OCC(=O)Nc1nnc(C2CC2)s1,-8,6,6,-26,0.7,0.2,-4,2,-8
O=C(NCCN1CCC(n2c(=O)[nH]c3ccccc32)CC1)c1cccnc1Cl,11,·,10,·,·,0.4,·,0,-15
O=C(NCc1cccc(Cl)c1)c1ccc2c(c1)SC1=NS(=O)(=O)CCN12,-10,-11,13,8,0.0,0.8,-8,5,-7
NC(=O)/C(=C/c1cccnc1)NC(=O)c1ccccc1,-27,-2,17,-7,0.7,0.2,0,1,3
COC(=O)[C@]1(C)N[C@H](CN(C)S(=O)(=O)c2ccc(OC(F)(F)F)cc2)[C@@H]2C(=O)N(Cc3ccccc3)C(=O)[C@@H]21,-3,6,18,-18,1.7,0.9,-2,1,-14
COc1nc(Cl)cn(-c2ccc(Cl)cc2)c1=O,12,-7,15,-3,0.0,0.6,-6,6,-5
COc1ccc(OC)c(S(=O)(=O)N2CCCC2C(=O)N2CCc3ccccc3C2)c1 (configuration not stated),2,-7,16,-9,-0.1,0.8,-5,-1,-12
CCOc1ccc(C2NC(=O)NC(c3ccccc3)=C2C(C)=O)cc1OC (configuration not stated),-13,-10,-21,4,-0.5,0.0,-3,2,14
COc1ccccc1CNS(=O)(=O)c1ccc(C)cc1,1,-14,12,-3,0.2,0.1,-2,3,17
COc1cc(C(=O)O[C@H]2C/C(C)=C/CC[C@@]3(C)O[C@@H]3[C@H](O)[C@@H]2C(C)C)cc(OC)c1OC,44,-15,4,-20,3.0,5.2,0,7,-8
Cc1ccc(NC(=O)CCn2cnc3cc(C)c(C)cc32)cc1,-8,-4,5,-16,0.4,0.0,-3,6,-21
Nc1c(-c2ccccc2Cl)cnn1-c1cccc([N+](=O)[O-])c1,-2,-7,7,-1,-0.7,0.3,-6,8,2
Cc1ccccc1-c1cc2c(nn1)-c1ccccc1C2=O,-10,-12,-7,-38,-0.6,0.1,3,13,25*
CC1CCN(C(=O)c2ccc3c(c2)NC(=O)CN3)CC1,-12,-2,·,2,10,·,·,2,·
COc1ccc(S(=O)(=O)N2CCc3ccccc32)cc1C(=O)OCC(=O)c1c(N)n(C)c(=O)n(C)c1=O,-12,-27,13,-4,-0.1,0.2,-5,-1,-18
COc1ccccc1-c1nnc(-c2ccc(C)cc2)o1,-9,-6,-7,-16,-1.0,0.3,-3,2,2
Cc1ccc(OCCCCn2cnc3ccccc32)c(C)c1,16,-6,19,5,5.7,5.2,2,14,10
Cc1ccc(NC2CCCN(C(=O)CSc3ccccn3)C2)cc1C (configuration not stated),-27,·,14,·,·,2.2,4,3,2
COc1ccccc1N1C(N)=NC(N)=NC12CCCCC2,-12,·,4,·,·,0.0,-8,2,-5
COc1ccc(OC)c(/C=N\Nc2nccs2)c1,-8,-1,2,-7,0.2,-0.2,-3,-1,-5
O=C(CC[C@H]1O[C@@H](n2ccc(=O)[nH]c2=O)[C@H](O)[C@@H]1O)N[C@H](Cc1ccccc1)C(=O)NC1CCCCC1,-5,·,22,·,·,1.0,-3,1,-24
CCC(C)NC(=O)C1c2ccccc2C(=O)N(c2ccc(OC)cc2)C1c1ccc(OC)cc1 (configuration not stated),-3,1,-5,-20,0.3,0.8,-2,7,14
CC1(C)Cc2c(c(N3CCOCC3)nc3snc(N)c23)CO1,2,-12,13,-6,0.6,0.0,-4,7,-6
COc1cc(C=O)ccc1OS(=O)(=O)c1ccccc1[N+](=O)[O-],12,-7,13,3,2.0,2.4,-6,0,-5
C/C(=N\NS(=O)(=O)c1ccc(C)cc1)c1ccc(C)s1,-9,-4,15,-10,-0.6,0.2,-4,17,-5
CCC(C)(NC(=O)c1ccc(=O)[nH]c1)C(=O)NC1CCCC1 (configuration not stated),-4,1,-9,1,0.3,-0.1,-5,2,17
CS(=O)(=O)c1ccc(C(=O)OCc2nnc(-c3ccccc3)o2)cc1[N+](=O)[O-],15,·,-17,·,·,0.8,-6,1,-2
Cc1nnc2ccc(-c3ccc(NC(=O)c4ccco4)cc3)nn12,-9,-3,5,2,-0.3,1.4,-1,7,-15
Cc1ccc(S(=O)(=O)N2c3ccccc3OCC2c2ccccc2)cc1 (configuration not stated),4,-26,-3,-4,0.7,6.2,-3,3,9
COc1ccc(-c2sc3cc4c(cc3c2C#Cc2cncn2C)OCO4)cc1,14,-5,16,8,0.2,0.6,-7,-1,-5
CN1CCN(c2nc(-c3ccc(Cl)s3)cs2)CC1,-18,-1,18,-15,-0.2,-0.3,-10,10,-4
N#Cc1ccc(-c2cccnc2)nc1SCC(=O)Nc1sc2c(c1C#N)CCC2,·,-5,7,-19,5.4,4.7,-3,·,11
CC(=O)Nc1ccc(S(=O)(=O)Nc2nc3ccccc3nc2Nc2ccc(O)cc2)cc1,0,-7,18,9,-0.7,0.6,-3,-1,-7
CN(c1ccccc1)S(=O)(=O)c1cccc(NC(=O)CSc2nncs2)c1,35,-20,-7,23,9.5,13,1,14,29*
CC(=O)Nc1ccc(S(=O)(=O)N2CCN(S(=O)(=O)N3CCCCCC3)CC2)cc1,3,-11,16,-15,0.8,1.1,-3,23,-6
CCc1ccccc1-n1cnc2cc(C(=O)O)ccc21,-1,-16,18,-8,1.1,0.6,-3,9,-15
Cc1ccc(NC(=O)N2CCCCCC2)cc1,-4,-8,-20,7,0.6,0.3,-1,0,11

(list continues)
Structure,TAAR1 antag,OXTR potentiate,M1 PAM parental,CHO parental Ca,V1aR counter,M1 ag parental,CHRM1 agonist,TAAR1 ag,CHO-K1 Ca antag
O=C(Nc1nc(-c2ccccc2)c(C(=O)c2ccccc2)s1)c1ccc(S(=O)(=O)N2CCCCC2)cc1,-15,-2,0,-2,1.4,0.1,-5,0,5
CSc1ccc(C(=O)N2CCc3ccc(NC(=O)c4ccccn4)cc3C2)cc1,19,-7,-21,-11,4.1,5.7,-4,0,7
N#CC1=CN(Cc2ccccc2)C=C(/C=N/Nc2ccccc2)C1,-4,-5,22,-8,0.9,0.8,-3,4,-7
O=C(CSc1nnc(-c2ccncc2)o1)N1CCc2ccccc2C1,-2,-6,10,-5,0.8,5.6,-5,4,-10
Cc1cc(C)cc(-n2ncc3c2CCCC3NC(=O)c2cc(C)[nH]n2)c1 (configuration not stated),-27,-7,-8,8,3.5,2.0,-1,1,-2
CC(O)(c1ccccc1)c1nc(-c2cc3ccccc3o2)cs1 (configuration not stated),7,·,-4,·,·,4.4,0,0,13
COc1ccc(C(=O)NCc2nnc(SCC(=O)Nc3cc(OC)ccc3OC)o2)cc1,-11,2,17,-6,-0.3,-0.2,4,-1,-17
CCN(CC)N=Nc1ccc(S(=O)(=O)Nc2c(C)n(C)n(-c3ccccc3)c2=O)cc1,-19,-11,6,-14,0.8,0.3,-1,9,1
